# PfHsp40 yeast: restores yeast growth despite PfHsp40 toxicity. S. cerevisiae expressing PfHsp40, growth rescue, ATP luminescence. growth rescue, % at 12.5 µM. 340,000 compounds, 0.68% hits. AID 504582; in the data active means growth rescue above about 28%, passing the limit was not always enough; inconclusive means no clear call, values can overlap the other calls;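 further: yeast W303a lacking pdr1 and pdr3 grown in galactose medium; growth measured after three days at 30 °C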
# BoNT A protease: BoNT A light chain protease inhibition. multiplex microsphere protease substrate cleavage, flow cytometry. inhibition, % at 10 µM. 360,000 compounds, 0.17% hits; further: plate controls were buffer without enzyme for full effect and enzyme alone for no effect
# FadD28 FP inh: blocks FadD28 binding to the bisubstrate probe; fluorescence polarization; inhibition, % at 12.5 µM; 360,000 compounds, 0.22% hits; in the data active means inhibition above about 8.5%, passing the limit was not always enough; inconclusive means no clear call, values can overlap the other calls
# Yp Topo-I inh: inhibitors of Yersinia pestis topoisomerase I; Y. pestis Topo-I cleavage product accumulation, plate reader; activity, % at 10 µM; 360,000 compounds, 0.064% hits; in the data active means activity above about 50%, passing the limit was not always enough; inconclusive means no clear call, values can overlap the other calls; further: inactives centre near 2
# Anthrax LF prot: inhibitors of Bacillus anthracis lethal factor protease; P15917; multiplex microsphere protease cleavage assay, LF; inhibition, % at 10 µM; 360,000 compounds, 0.12% hits; AID 588501; further: plate controls were buffer without enzyme for full effect and enzyme alone for no effect
# TcdB GH inh: inhibitors of Clostridioides difficile toxin B glycohydrolase; AID 652162; 350,000 compounds, 0.24% hits; TcdB glycohydrolase enzymatic assay, plate reader; P18177; inhibition, % at 9.99 µM; in the data active means inhibition above about 10%
# Target sequence (P18177 whole entry, looked up): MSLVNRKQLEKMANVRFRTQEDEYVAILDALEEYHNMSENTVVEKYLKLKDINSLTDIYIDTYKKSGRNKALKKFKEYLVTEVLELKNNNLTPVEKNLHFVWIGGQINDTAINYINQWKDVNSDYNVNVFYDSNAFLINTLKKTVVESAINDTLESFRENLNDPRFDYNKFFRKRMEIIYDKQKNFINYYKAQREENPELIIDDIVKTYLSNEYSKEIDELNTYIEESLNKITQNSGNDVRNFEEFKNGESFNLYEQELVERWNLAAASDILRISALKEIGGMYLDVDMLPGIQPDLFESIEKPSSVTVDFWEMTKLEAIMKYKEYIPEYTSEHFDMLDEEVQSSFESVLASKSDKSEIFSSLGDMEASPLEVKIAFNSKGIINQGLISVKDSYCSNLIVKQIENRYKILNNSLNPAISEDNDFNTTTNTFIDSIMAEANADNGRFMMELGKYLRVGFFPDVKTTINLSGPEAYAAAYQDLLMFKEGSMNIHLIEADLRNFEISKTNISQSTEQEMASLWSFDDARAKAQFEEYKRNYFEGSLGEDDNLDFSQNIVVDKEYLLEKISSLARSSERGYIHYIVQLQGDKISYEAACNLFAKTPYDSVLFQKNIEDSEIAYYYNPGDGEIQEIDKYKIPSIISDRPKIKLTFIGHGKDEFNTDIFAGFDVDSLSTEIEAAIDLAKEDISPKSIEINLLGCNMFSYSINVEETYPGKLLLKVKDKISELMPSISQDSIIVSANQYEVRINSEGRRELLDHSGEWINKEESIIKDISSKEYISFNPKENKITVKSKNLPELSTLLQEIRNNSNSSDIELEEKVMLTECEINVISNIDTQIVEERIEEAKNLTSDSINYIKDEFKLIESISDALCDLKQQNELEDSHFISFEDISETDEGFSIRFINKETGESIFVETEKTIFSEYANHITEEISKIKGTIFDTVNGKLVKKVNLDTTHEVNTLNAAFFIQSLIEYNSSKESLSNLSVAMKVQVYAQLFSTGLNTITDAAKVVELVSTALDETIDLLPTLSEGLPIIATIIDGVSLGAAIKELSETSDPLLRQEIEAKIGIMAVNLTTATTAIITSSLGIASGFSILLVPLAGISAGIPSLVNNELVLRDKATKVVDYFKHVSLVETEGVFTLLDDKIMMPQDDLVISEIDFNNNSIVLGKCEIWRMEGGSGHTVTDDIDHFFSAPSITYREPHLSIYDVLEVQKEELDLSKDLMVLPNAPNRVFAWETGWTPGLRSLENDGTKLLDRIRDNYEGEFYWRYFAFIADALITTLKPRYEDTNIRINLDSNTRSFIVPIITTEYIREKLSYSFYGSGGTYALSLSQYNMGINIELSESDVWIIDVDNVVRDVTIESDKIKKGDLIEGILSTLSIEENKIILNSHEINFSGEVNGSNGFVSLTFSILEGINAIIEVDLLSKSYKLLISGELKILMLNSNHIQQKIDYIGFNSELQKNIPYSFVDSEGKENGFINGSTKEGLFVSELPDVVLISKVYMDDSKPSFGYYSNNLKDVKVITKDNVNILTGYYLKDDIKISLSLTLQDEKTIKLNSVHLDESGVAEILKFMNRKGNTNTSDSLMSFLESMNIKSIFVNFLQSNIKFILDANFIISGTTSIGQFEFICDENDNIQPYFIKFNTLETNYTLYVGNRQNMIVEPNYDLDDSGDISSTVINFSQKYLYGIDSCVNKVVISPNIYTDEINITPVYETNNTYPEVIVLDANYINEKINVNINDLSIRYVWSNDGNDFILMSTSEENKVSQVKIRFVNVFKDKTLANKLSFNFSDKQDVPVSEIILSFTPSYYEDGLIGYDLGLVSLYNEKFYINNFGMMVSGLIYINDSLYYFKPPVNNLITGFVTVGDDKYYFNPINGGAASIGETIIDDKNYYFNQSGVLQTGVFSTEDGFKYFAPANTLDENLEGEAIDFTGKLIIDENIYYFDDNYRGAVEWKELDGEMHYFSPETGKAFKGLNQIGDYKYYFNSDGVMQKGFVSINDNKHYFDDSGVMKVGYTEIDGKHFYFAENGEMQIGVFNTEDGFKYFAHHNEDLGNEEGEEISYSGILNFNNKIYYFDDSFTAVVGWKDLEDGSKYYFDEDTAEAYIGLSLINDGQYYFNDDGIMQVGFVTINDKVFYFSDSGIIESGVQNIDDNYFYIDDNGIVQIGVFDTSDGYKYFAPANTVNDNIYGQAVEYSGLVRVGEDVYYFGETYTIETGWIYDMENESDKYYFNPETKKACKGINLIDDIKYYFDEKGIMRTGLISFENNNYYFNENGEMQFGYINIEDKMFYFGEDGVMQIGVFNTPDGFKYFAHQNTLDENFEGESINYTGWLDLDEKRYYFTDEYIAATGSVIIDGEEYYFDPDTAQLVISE
# CCHF vOTU inh: blocks the CCHF virus ovarian tumor domain protease; CCHFV vOTU protease, Pep-AMC fluorescence; inhibition, % at 11.5 µM; 370,000 compounds, 0.55% hits; AID 651958; in the data active means inhibition above about 30%; further: 0% = vehicle wells with enzyme and 100% = no enzyme wells
# BoNT F protease: inhibitors of Botulinum neurotoxin F light chain protease; Multiplex microsphere protease cleavage assay, flow cytometry; inhibition, % at 10 µM; 360,000 compounds, 0.22% hits; in the data active means inhibition above about 35%, passing the limit was not always enough; inconclusive means no clear call, values can overlap the other calls; further: plate controls were buffer without enzyme for full effect and enzyme alone for no effect
# PrPC surface inh: reduces human prion protein on the cell surface; P04156; cell surface PrPC, TR-FRET read-out; inhibition, % at 13.8 µM; 370,000 compounds, 0.43% hits; in the data active means inhibition above about 24%; further: 0% = median of the test wells and 100% = reference compound wells
# Numbers without * were called inactive; u = inconclusive; x = not tested or not shown; & = joins results of further samples. Unless noted, no stated cut-off is given here; in the data, active means inhibition above about 30%; inconclusive means no clear call, values can overlap the other calls; inactive means below that.
SMILES,PfHsp40 yeast,BoNT A protease,FadD28 FP inh,Yp Topo-I inh,Anthrax LF prot,TcdB GH inh,CCHF vOTU inh,BoNT F protease,PrPC surface inh
Cn1cc(CN2CCC(CO)CC2)c(-c2ccc(Oc3ccccc3)cc2)n1,-0.5,-1.6,0.0,-2,1,-5.0,5,-6,-3
COc1cccc(CNC(=S)Nc2ccc3c(c2)c(=O)n(C)n3Cc2csc(C)n2)c1,x,0.4,0.6,11,0,-9.6,-44,-2,14
CCOc1ccccc1N(CC(=O)N/N=C(\C)c1cccc(Br)c1)S(C)(=O)=O,-0.5,0.4,-2.4,3,5,0.2,6,-4,4
COc1cccc(C(=O)NCC(=O)N2CCC(C)CC2)c1,-0.6,-0.3,-0.9,1,1,x,-10,4,-8
O=S(=O)(Nc1ccccc1N1CCOCC1)c1c(F)cc(F)cc1Br,0.1,-0.2,-0.1,0,-6,1.6,2,-4,2
O=C(O)c1ccc(NC(CSCc2cccc(F)c2)C(=O)O)c([N+](=O)[O-])c1 (stereo not drawn),1.4,0.4,-0.3,-10,2,0.7,18,1,-8
CCSc1nnc(NC(=O)C(C)(C)C)s1,0.6,-0.2,-1.8,8,-2,x,1,u,1
Cn1cnc2c(cnn2C)c1=N,-0.6,-0.3,-0.2,4,-2,-0.2,-7,-3,0
O=C(NC1CCCCC1)c1cccnc1Sc1ccccc1,-0.5,-2.5,x,0,-4,2.6,-1,-4,0
CC(=O)Nc1cccc2c1Cc1cc([N+](=O)[O-])ccc1-2,-1.0,1.4,-0.3,-8,-9,0.0,6,3,-43
CCN(CC)C(=O)CSc1nnc(-c2ccc(S(=O)(=O)NCc3ccccc3Cl)cc2)o1,-1.3,-1.3,-0.3,2,1,x,-1,-5,1
Cc1ccc(-n2c(C)cc(C)c(C#N)c2=O)cc1Cl,-0.8,-0.5,1.1,0,-1,x,8,-6,-3
CCN1C(=O)CC(C(=O)Nc2ccc(F)cc2)SC1=Nc1cccc(OC)c1 (stereo not drawn),-0.7,0.6,-4.5,4,-2,x,7,-12,10
CN1CCOCCOCCN(C)C1=O,-0.3,1.1,-0.6,2,-2,x,6,-6,-1
COCCNc1nnc(SCC(=O)NNC(=O)c2ccccc2)s1,0.5,0.7,1.8,-1,-2,0.5,5,-3,1
Cn1c(C(=O)N2CCc3ccccc3C2)cc2c(=O)n3ccccc3nc21,1.4,0.6,-1.2,8,1,x,-146,-14,-1
Cc1ccc(SCC(=O)NNC(=O)c2ccccc2)cc1C,0.3,0.4,-3.8,3,-2,1.4,4,-1,4
CCn1cc(/C=C(\NC(=O)c2ccccc2)C(=O)NCCCn2ccnc2)c2ccccc21,x,-0.2,-2.8,-3,-1,-6.9,15,-5,-3
COc1ccc(CCNC(=O)c2cc(-c3cc(Cl)ccc3O)n[nH]2)cc1OC,0.8,-0.8,-2.9,0,-10,-1.4,9,-7,11
O=C(O)CCCCCNS(=O)(=O)/C=C/c1ccccc1,0.0,1.4,-1.1,5,-1,1.0,0,3,5

# Compound profiles (already shown). Values in the order: PfHsp40 yeast | BoNT A protease | FadD28 FP inh | Yp Topo-I inh | Anthrax LF prot | TcdB GH inh | CCHF vOTU inh | BoNT F protease | PrPC surface inh
# COc1ccc(CCNC(=O)c2cc(-c3cc(Cl)ccc3O)n[nH]2)cc1OC is listed with 0.8 | -0.8 | -2.9 | 0 | -10 | -1.4 | 9 | -7 | 11
# Cn1cnc2c(cnn2C)c1=N is listed with -0.6 | -0.3 | -0.2 | 4 | -2 | -0.2 | -7 | -3 | 0
# Cc1ccc(-n2c(C)cc(C)c(C#N)c2=O)cc1Cl is listed with -0.8 | -0.5 | 1.1 | 0 | -1 | x | 8 | -6 | -3
# Cn1c(C(=O)N2CCc3ccccc3C2)cc2c(=O)n3ccccc3nc21 is listed with 1.4 | 0.6 | -1.2 | 8 | 1 | x | -146 | -14 | -1

# Carrying on.
SMILES,PfHsp40 yeast,BoNT A protease,FadD28 FP inh,Yp Topo-I inh,Anthrax LF prot,TcdB GH inh,CCHF vOTU inh,BoNT F protease,PrPC surface inh
CCOc1ccccc1-c1nc(C(N)=O)c2[nH]c(=O)n(-c3ccc(F)cc3)c2n1,0.1,0.5,-2.1,-5,-6,-0.1,-8,13,0
CCOC(=O)c1ccc(S(=O)(=O)Nc2ccc(N3CCOCC3)cc2)cc1,1.8,0.8,-1.2,-10,-1,0.9,-15,5,4
O=c1onc(-c2ccccc2)n1Cc1ccc([N+](=O)[O-])cc1,x,-0.2,-1.6,9,4,10*,4,-1,-21
CC(C)(C)C(=O)CSc1ccc(S(=O)(=O)N2CCCC2)cn1,-0.7,-4.7,-0.6,14,-3,1.2,-2,-6,6
COc1ccc2[nH]c(C(=O)N3CCc4ccccc4C3)c(C)c2c1,7.2,1.2,-1.6,20,0,-1.9,-2,6,2
Cc1ccc2[nH]c(=O)c(CN(Cc3nnnn3Cc3ccccc3)C3CCCC3)cc2c1,0.9,2.6,-3.5,0,-11,x,-9,-5,-4
COc1ccc([N+](=O)[O-])cc1NC(=O)Cc1c(Cl)cccc1Cl,-1.1,-1.7,-1.6,-6,-2,x,8,-22,4
CCc1ccc(CCC(=O)Nc2ccc(Br)cc2)o1,1.7,-5.9,-2.0,-3,-19,1.1,-14,u,10
COc1ccccc1C(=O)COC(=O)c1nc2nc(C)cc(C)n2n1,0.8,0.1,u,-7,1,-0.7,0,5,-3
CC(=O)OCC1OC(n2ccc3ccccc32)C(OC(C)=O)C(OC(C)=O)C1OC(C)=O (stereo not drawn),-0.1,-0.3,1.3,-4,2,x,-1,-3,-5
Cc1csc(NC(=O)CCNC(=O)c2ccccc2Cl)n1,-0.5,0.2,-0.5,5,-8,0.8,-9,0,-4
COc1ccc(CC(N)c2csc(NC(=O)Nc3ccc(F)cc3)n2)cc1 (stereo not drawn),x,-0.1,-4.5,-5,-6,-0.2,2,-15,-7
Cc1noc(C)c1S(=O)(=O)N(C)CC(=O)Nc1ccc(F)cc1,23,1.5,0.2,-6,-8,x,-8,-8,-4
COc1ccc(NC(=O)CCC(=O)c2ccc(F)cc2)cc1,-1.0,-1.9,-2.1,0,8,-0.8,-13,u,4
Cc1cc(OCC(=O)OCC(=O)NC2CCCC2)ccc1Cl,-0.6,-0.1,-1.6,9,-3,1.0,-7,-6,6
NS(=O)(=O)c1cccc(NS(=O)(=O)c2ccc(/C=C/C(=O)OCC(=O)c3ccc(Br)cc3)cc2)c1,-0.5,-0.5,2.1,2,-3,0.3,9,-2,5
COc1ccc(C(=O)C2CCCN(Cc3cccn3-c3nccs3)C2)cc1F (stereo not drawn),0.0,0.1,-2.7,7,-1,0.1,2,-6,-6
O=C(COC(=O)c1cccnc1Cl)Nc1ccc(S(=O)(=O)N2CCOCC2)cc1,-0.1,-0.3,-2.7,0,0,-0.3,3,13,5
Cc1onc(-c2ccccc2)c1C(=O)N1CCN(C)CC1,-0.8,-1.7,-2.4,3,-4,x,6,-19,6
COc1ccc(S(=O)(=O)N(C)C[C@@H]2OCCCC[C@@H](C)Oc3ccc(NC(=O)NC(C)C)cc3C(=O)N([C@H](C)CO)C[C@@H]2C)cc1,x,-0.4,-0.4,27,-1,0.8&0.4,3,-3,6
COc1cc([N+](=O)[O-])cc(/C=N/NC(=O)C(C)Nc2cccc3ccccc23)c1O (stereo not drawn),0.5,-0.5,2.7,-14,1,1.1,5,-7,-2
COc1ccc(C(=O)c2coc3ccc(O)c(CN4CCCCC4)c23)cc1,1.9,0.2,-0.5,7,0,1.4,-6,-11,0
Brc1ccccc1OCCCCn1cnc2ccccc21,1.1,-0.5,-5.8,15,-8,0.9,22,-16,13
O=C1c2ccccc2C(=O)N1c1nc(-c2cccs2)cs1,2.1,0.4,-5.8,-5,0,x,1,15,-2
COc1ccccc1C(=O)C1CCCN(Cc2ccc(Oc3ncccn3)cc2)C1 (stereo not drawn),-1.4,-0.1,-1.4,6,-6,-0.2,-7,-1,-4
CN(C)/C=C(\C#N)C(=O)Nc1ccc(O)cc1F,0.5,-2.6,0.0,1,-5,19*,6,-7,4
NC(Cc1ccccc1)c1csc(Nc2nccc(C(F)(F)F)n2)n1 (stereo not drawn),x,0.7,-8.8,-16,-7,0.0,5,-15,-7
CNC(=O)C1Cc2c(-c3ccc(Cl)cc3)ccnc2O1 (stereo not drawn),x,-0.1,-1.6,2,-2,0.9,-4,0,0
COc1ccc([C@@H]2[C@@H]3C(=O)N(C(C)(C)C)C(=O)[C@@H]3[C@]3(C)C(=O)N(c4cccc(Br)c4)C(=O)N23)cc1,-0.2,-0.3,-1.7,20,-7,x,x,-6,x
CCc1ccc2c(COC(=O)CNS(=O)(=O)c3ccc(NC(C)=O)cc3)cc(=O)oc2c1,0.0,0.3,1.0,0,-4,0.9,4,-2,7
Cc1nnc(SCc2c(Cl)cccc2[N+](=O)[O-])s1,-0.1,0.3,-0.5,-3,0,0.7,-3,-5,1
CCOc1ccccc1C(=O)NCC(=O)OCC(=O)N1C(C)CCCC1C (stereo not drawn),-0.4,0.5,-0.1,-1,0,x,-2,-8,4
O=C(Nc1ccccc1C(F)(F)F)N1CCN(c2ccc3nnc(-c4ccc(F)cc4)n3n2)CC1,0.5,0.2,-2.4,19,-1,x,4,-9,0
COc1ccc(NC(=O)CSC2CC(=O)N(c3ccc4c(c3)OCCO4)C2=O)cc1 (stereo not drawn),-0.7,-0.1,-1.5,2,1,x,-2,-10,2
Cn1nnnc1SC1CC(=O)N(c2ccccc2)C1=O (stereo not drawn),-0.5,-2.8,0.3,4,5,1.1,-10,-3,-3
O=C(NCc1cccc(Cl)c1)C1CCC(=O)N(CC2CCCCC2)C1 (stereo not drawn),0.0,0.2,-1.3,2,-1,1.6,13,-4,-2
CC(C)C[C@@H](CN1CCC[C@@H]1CN1C(=O)C(=O)NC[C@@H]1Cc1ccc(O)cc1)N1C[C@H](Cc2ccc(O)cc2)N(CC2CCCCCC2)C(=O)C1=O,x,-0.7,x,x,-4,-0.5,18,0,6
CN(CCO)c1cccc2c1S(=O)(=O)N[C@H](Cc1ccccc1)CO2,x,-0.1,x,x,0,-0.1,4,1,2
CCc1cccc(C)c1NC(=S)N(Cc1cccnc1)Cc1ccco1,-1.3,0.3,-0.9,6,1,x,-13,-3,4
O=C(COC(=O)c1n[nH]c2ccccc12)Nc1ccccc1F,0.0,-0.3,-1.3,2,1,0.8,7,0,4
CSc1ncnc2c1ncn2CCCNC1CCN(Cc2ccccc2)CC1,x,-0.5,-3.5,-8,-5,1.4,-3,-3,-13
O=C(CN1CCCC1)OCCCc1ccccc1,-0.1,0.1,-2.9,2,3,-0.2,4,1,5
Cc1ccc(SCC(=O)NC2CC2)cc1,0.3,-1.1,-2.5,7,2,0.0,-3,3,4
O=C(NCc1ccc2c(c1)OCO2)c1c(F)c(F)c(F)c(F)c1F,2.2,0.6,-0.7,9,0,x,-4,5,3
O=c1cc(CN2CCN(Cc3ccccc3)CC2)c2cc(O)ccc2o1,0.9,1.6,-4.0,-4,-1,0.5,-6,-2,-5
CCC(C)NC(=O)C1(C)CCC(=O)N1Cc1ccccc1OC (stereo not drawn),0.5,0.2,-5.7,6,2,x,0,2,-1
COCCN(C(=O)COC(=O)Cc1coc2cc(C)ccc12)c1c(N)n(Cc2ccccc2)c(=O)[nH]c1=O,-0.3,3.3,-1.5,22,-1,1.9,-12,0,4
Cc1ccc(NC(=S)NNC(=S)Nc2ccc(C)cc2)cc1,1.2,-0.1,-2.5,-4,-5,1.3,-3,-2,-1
COc1cc(C(CC(=O)N2CCOCC2)c2c(OC)cc(OC)c3ccc(=O)oc23)cc(OC)c1OC (stereo not drawn),-1.1,0.1,-1.2,8,-6,0.1,11,-1,-2
CCN(CC)C(=O)C[n+]1cccc(C(N)=O)c1,-0.2,-0.1,-0.5,-8,-1,x,3,4,3
COc1ccc(CN(C(=O)c2oc3cc(C)ccc3c2C)C2CCS(=O)(=O)C2)cc1OC (stereo not drawn),-0.9,-0.8,-3.8,18,3,1.2,1,-8,0
O=C(Nc1cccnc1Cl)c1cc(-c2ccc(F)cc2)on1,-0.4,1.9,-0.4,7,-4,0.8,-11,14,-3
O=C(Nc1ccc(NC(=O)c2cccnc2Cl)cc1)c1cccc(Cl)c1,0.0,-3.3,x,-3,2,2.4,5,-10,1
